Screens: PubChem, The Scripps Research Institute Molecular Screening Center
V1R ag counter = counter-screen for oxytocin receptor agonists: human V1a receptor agonists; P37288; CHO-V1R cells, Fluo-8 calcium fluorescence, agonist mode; 0% DMSO, 100% 3 nM vasopressin; activation, % at 3 µM; actives 0.25% (n = 320,000);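 active means activation above the mean activation of all tested compounds plus 3 SD, per screening run, cut at about 20% in these data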;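 further: signal is peak over basal fluorescence ratio across a 100 second FLIPR read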
OXTR potentiator = human OXTR potentiation; activation, % at 3 µM; actives 0.061% (n = 320,000); P30559; CHO-OTR cells, Fluo-8 calcium fluorescence, potentiator mode; 0% = oxytocin EC15, 100% = EC100;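 active means activation above that plate's cutoff, the mean activation of tested compounds plus 3 SD, cut at about 6.6% in these data, passing the limit was not always enough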;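 further: 100% uses oxytocin at 75 nM as the full agonist control; some results filed as inactive read as strong as hits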
Target sequence (P30559 whole entry, looked up): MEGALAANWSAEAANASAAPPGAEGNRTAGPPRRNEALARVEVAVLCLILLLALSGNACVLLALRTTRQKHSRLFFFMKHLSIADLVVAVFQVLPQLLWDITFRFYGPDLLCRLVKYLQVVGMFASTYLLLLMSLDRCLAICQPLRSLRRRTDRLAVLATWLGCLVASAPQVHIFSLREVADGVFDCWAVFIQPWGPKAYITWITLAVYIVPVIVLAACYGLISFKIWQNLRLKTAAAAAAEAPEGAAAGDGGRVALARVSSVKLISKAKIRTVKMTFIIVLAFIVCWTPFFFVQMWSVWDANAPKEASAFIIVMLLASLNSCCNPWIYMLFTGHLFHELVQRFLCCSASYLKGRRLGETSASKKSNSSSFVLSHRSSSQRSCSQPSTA
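Material: CHO-OTR cells, human receptor; compound dosing: single dose, 3.0 µM nominal final compound concentration; schedule: 6 min compound pre-incubation at room temperature, 100 s kinetic read; measured by: kinetic Fluo-8 calcium fluorescence; read-out basis: % activation vs EC15 and EC100 oxytocin; controls: EC15 oxytocin alone as 0%, 75 nM oxytocin as 100%; replicates: singlicate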
CHO parental Ca = signal in parental CHO cells, OX1R antagonist counter-screen. parental CHO-K1, ATP-induced calcium, Fluo-8 fluorescence. inhibition, % at 5.6 µM. actives 0.63% (n = 330,000);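 active means inhibition above that plate's mean sample inhibition plus 3 SD, cut at about 26% in these data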;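 further: 0% = ATP-challenged DMSO wells and 100% = DMSO wells without ATP; some compounds past the cut are filed as inactive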
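Test system: untransfected parental CHO cell line. Compound: one dose, 5.6 µM nominal. Detection: intracellular calcium via Fluo-8 no-wash fluorescent dye. Measure: % inhibition. Benchmarks: ATP-challenged DMSO wells low, unchallenged DMSO wells high.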
TAAR1 agonist = agonists of human TAAR1; Q96RJ0; CHO RD-HGA16 TAAR1, Fluo-8 calcium fluorescence; vehicle wells 0%, saturating PEA agonist 100%; activation, % at 3 µM; actives 0.99% (n = 360,000); AID 624467;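 active means activation above the mean activation of all test compounds in the run plus 3 SD, cut at about 38% in these data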
Target sequence (Q96RJ0 whole entry, looked up): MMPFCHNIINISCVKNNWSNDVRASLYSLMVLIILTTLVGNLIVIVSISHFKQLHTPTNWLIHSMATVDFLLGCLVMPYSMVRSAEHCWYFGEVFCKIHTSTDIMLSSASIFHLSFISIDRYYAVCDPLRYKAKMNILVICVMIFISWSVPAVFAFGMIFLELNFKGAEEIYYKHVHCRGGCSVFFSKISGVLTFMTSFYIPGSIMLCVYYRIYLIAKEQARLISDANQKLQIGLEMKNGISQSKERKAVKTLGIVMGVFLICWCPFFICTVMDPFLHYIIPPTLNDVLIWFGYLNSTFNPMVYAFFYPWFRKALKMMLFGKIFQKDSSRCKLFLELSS
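Test system: RD-HGA16 (CHO) cells co-expressing Gα16 and hTAAR1 | Doses: Single dose, 3 µM | Schedule: 17-24 h seeding, 75 min 37 °C dye, 30 min RT | Evaluation: % activation from peak over basal fluorescence ratio, DMSO-to-PEA scaled | Technique: Kinetic Fluo-8 calcium fluorescence | Benchmarks: Low control DMSO, high control PEA (EC100)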
OXTR ag = activates the human oxytocin receptor | CHO-OTR cells, Fluo-8 calcium fluorescence; normalized: DMSO 0%, oxytocin 100% | activation, % at 3 µM | actives 0.32% (n = 320,000);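 active means activation above the mean of all tested compounds plus 3 SD, cutoff set per screening run, cut at about 20% in these data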;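 further: peak over basal fluorescence ratio from a 100 s FLIPR kinetic read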
CHRM1 antagonist = blocks human M1 muscarinic receptor; CHO-K1 hM1, Fluo-8 calcium fluorescence, ACh EC80 antagonist; inhibition, % at 3 µM; P11229; actives 1.3% (n = 360,000); AID 588852;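 active means percent inhibition above its own plate's cutoff, namely the mean of that plate's compound wells plus 3 SD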;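 further: peak over basal fluorescence ratio during 140 s after agonist addition; 0% = ACh EC80 plus DMSO and 100% = DMSO alone without agonist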
CHRM1 agonist = agonists of human M1 muscarinic receptor | activation, % at 3 µM | actives 0.33% (n = 360,000) | AID 588814 | CHO-K1 hM1, Fluo-8 calcium fluorescence, agonist mode; 0% DMSO, 100% acetylcholine EC100;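 active means activation above the run's mean compound activation plus 3 SD, cut at about 16% in these data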;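 further: peak over basal fluorescence ratio within a 140 s kinetic read after compound addition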
CHRM1 PAM = potentiates human M1 receptor response to acetylcholine | actives 0.088% (n = 360,000) | CHO-K1 hM1, Fluo-8 calcium fluorescence, ACh EC20; 0% = ACh EC20, 100% = maximal ACh | activation, % at 3 µM | P11229; in the data active means activation above about 19%, passing the limit was not always enough
TAAR1 antag = human TAAR1 antagonism; inhibition, % at 3 µM; AID 624466; Q96RJ0; CHO RD-HGA16 TAAR1, Fluo-8 calcium fluorescence, antagonist; actives 1.5% (n = 360,000);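 active means inhibition above a per-plate cutoff, the mean inhibition of test compounds on that plate plus 3 SD, cut at about 49% in these data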;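 further: 0% = DMSO plus EC80 beta-PEA response and 100% = DMSO alone without agonist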
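Test system: CHO RD-HGA16 cells bearing hTAAR1 | Reagent: β-PEA, EC80 | Compound dosing: 3 µM, single point | Schedule: Dye loading 75 min at 37 °C, then 30 min room temperature | Signal: Calcium fluorescence with Fluo-8 | Evaluation: Percent inhibition of PEA-evoked calcium signal, max/basal emission ratio | Control set: DMSO-only wells and EC80 β-PEA-stimulated wells | Repeats: Singlicate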
Active calls of the source: *; x = no result given.

SMILES	V1R ag counter	OXTR potentiator	CHO parental Ca	TAAR1 agonist	OXTR ag	CHRM1 antagonist	CHRM1 agonist	CHRM1 PAM	TAAR1 antag
CC(NC(=O)Cn1cc(C(F)(F)F)cc(Cl)c1=O)c1ccccc1 (configuration not stated)	0.1	-3	-16	0	0.1	-2	-2	6	-20
C/C(NCCc1ccccc1)=C1/CCOC1=O	x	x	x	91*	x	-10	0	7	90*
S=C(Nc1cccc2ccccc12)NN1CCOCC1	-0.2	-4	-23	2	-0.8	-22	-3	10	10
Cc1ccc2c(c1)C(c1ccccc1)N(C(=O)c1ccccc1[N+](=O)[O-])CC(=O)N2 (configuration not stated)	x	x	x	2	x	-17	-5	1	6
CCN(CC)C(=O)C1=C(C)N(CCCOC)C(=O)C(CC(=O)NC(c2ccccc2)c2ccccc2)C1 (configuration not stated)	x	x	x	1	x	9	-1	-4	5
CCCCSCCCNC(=S)Nc1ccccc1C	-0.9	-7	-17	0	-2.1	15	-5	-5	-37
Cc1cccc(N(CC(=O)NC(C)(C)C)C(=O)CCC(=O)Nc2ccccn2)c1	0.9	-1	-27	1	0.5	-13	1	7	15
COc1cccc(NC(=O)N(C2CCCCC2)C(C)c2cccs2)c1 (configuration not stated)	-0.3	-3	-7	2	-0.4	-8	-7	0	1
COc1ccc(CNC(=O)COC(=O)CC(NC(N)=O)c2ccc(Cl)cc2)cc1OC (configuration not stated)	0.3	9	-11	0	0.3	-3	-2	6	-7
CC1CN(c2ncnc3c2oc2ccccc23)CC(C)O1 (configuration not stated)	0.8	5	-17	7	-1.0	-2	-2	2	15

The final 6 compounds of the part before are carried over, then new ones follow:
SMILES	V1R ag counter	OXTR potentiator	CHO parental Ca	TAAR1 agonist	OXTR ag	CHRM1 antagonist	CHRM1 agonist	CHRM1 PAM	TAAR1 antag
CCN(CC)C(=O)C1=C(C)N(CCCOC)C(=O)C(CC(=O)NC(c2ccccc2)c2ccccc2)C1 (configuration not stated)	x	x	x	1	x	9	-1	-4	5
CCCCSCCCNC(=S)Nc1ccccc1C	-0.9	-7	-17	0	-2.1	15	-5	-5	-37
Cc1cccc(N(CC(=O)NC(C)(C)C)C(=O)CCC(=O)Nc2ccccn2)c1	0.9	-1	-27	1	0.5	-13	1	7	15
COc1cccc(NC(=O)N(C2CCCCC2)C(C)c2cccs2)c1 (configuration not stated)	-0.3	-3	-7	2	-0.4	-8	-7	0	1
COc1ccc(CNC(=O)COC(=O)CC(NC(N)=O)c2ccc(Cl)cc2)cc1OC (configuration not stated)	0.3	9	-11	0	0.3	-3	-2	6	-7
CC1CN(c2ncnc3c2oc2ccccc23)CC(C)O1 (configuration not stated)	0.8	5	-17	7	-1.0	-2	-2	2	15
Nc1ccc2oc(C3CCCCC3)nc2c1	-0.1	-8	-15	3	0.3	-13	-6	8	-12
CCN(CC)CCNc1ccc(Cl)cc1[N+](=O)[O-]	0.6	-13	-12	7	-0.2	16	-4	-9	12
CCOc1ccccc1NC(=O)CN1CCc2ccccc2C1	-0.9	-9	-40	2	-2.6	-2	1	-6	-12
COc1ccc(N=C2SC(C(=O)Nc3ccc(C(=O)O)cc3)CC(=O)N2Cc2cccs2)cc1 (configuration not stated)	-0.3	1	1	1	-1.4	-22	-2	6	7
O=C(Nc1ccc(Cl)cc1)C1CC(=O)n2c(nc3ccccc32)N1 (configuration not stated)	1.2	3	-3	x	1.8	-5	-2	1	x
CN(Cc1cc(Cl)cc(Cl)c1)[C@H]1C[C@H]2c3[nH]c4ccccc4c3CCN2C(=O)[C@H]1CO	x	x	x	4	x	-1	-2	1	29
CCOC(=O)N/N=C\C=C\c1ccc2c(c1)OCO2	0.2	-3	-16	2	-1.1	-11	-4	10	21
O=C(NC1CCCC1)c1cccc2c1C(=O)c1ccc(Cl)cc1S2(=O)=O	-1.7	-1	-26	6	-1.6	0	-2	8	5
COc1ccc(OC)c(-n2nnnc2SCC(=O)Nc2ccccc2OC)c1	3.3	-10	-26	2	-0.4	1	-1	-2	7
CCCCN(C(=S)SC)C1CCS(=O)(=O)C1 (configuration not stated)	-0.1	-1	-2	1	-1.8	-7	-5	6	-6

Records listed above marked active in TAAR1 antag.
structure	OXTR potentiator	CHRM1 antagonist	CHRM1 agonist	CHRM1 PAM	TAAR1 antag
C/C(NCCc1ccccc1)=C1/CCOC1=O	x	-10	0	7	90*

The list continues:
SMILES	V1R ag counter	OXTR potentiator	CHO parental Ca	TAAR1 agonist	OXTR ag	CHRM1 antagonist	CHRM1 agonist	CHRM1 PAM	TAAR1 antag
O=C(CCNS(=O)(=O)c1ccc(Br)cc1)NCCc1ccc(Cl)cc1	7.5	-11	-17	9	4.4	-1	0	2	-4
c1ccc(Cn2nnnc2C(c2cccs2)N2CCOCC2)cc1 (configuration not stated)	0.6	-3	-13	10	-0.9	-7	-1	9	-9
COc1ccc(-c2cc(C(=O)N3CCN(Cc4ccccc4)CC3)no2)cc1OC	0.2	-6	-1	2	-0.6	10	-7	-7	6
Cn1nc(C(C)(C)C)cc1C(=O)NNC(=O)c1ccccc1Cl	3.1	-10	-3	4	0.4	0	2	1	-14
CC1(C)C2CCC1(C(=O)O)c1nc3ccccc3nc12 (configuration not stated)	0.5	1	-5	2	1.8	10	-7	-5	-6
CC1COC(=O)C(NNc2ccc(Cl)c(Cl)c2)=N1 (configuration not stated)	1.4	-9	6	24	1.7	-7	0	12	5
COc1ccc(OC)c(N(C(=O)c2ccco2)C(C(=O)NC2CCCC2)c2ccc(N3CCOCC3)cc2)c1 (configuration not stated)	2.0	1	-16	0	-0.1	-2	-3	3	7
COc1cccc(-c2cnc(C(O)c3ccccc3OC)[nH]2)c1 (configuration not stated)	x	x	x	1	x	10	-3	-3	-9
Cn1c(=O)c2c(nc(NCC3CCCO3)n2C)n(C)c1=O (configuration not stated)	-0.7	3	-8	10	0.2	0	-3	1	-3
CC(NC(=O)C1CCC(CNc2c(N3CCOCC3)c(=O)c2=O)CC1)c1ccccc1 (configuration not stated)	0.4	-7	-2	2	0.2	2	-2	-1	-17
CC(=O)Nc1ccc(S(=O)(=O)N(Cc2ccco2)Cc2cc3ccccc3[nH]c2=O)cc1	0.1	-5	-27	19	-0.2	31	3	-9	73*
CN(C)c1ccc(S(=O)(=O)N2CCC(Cc3ccccc3)CC2)cn1	4.9	-9	0	6	3.9	18	-3	-8	20
Nc1nonc1C(=O)NCCNS(=O)(=O)c1ccc(Br)cc1	1.3	-5	-1	-1	0.8	-6	1	7	-28
CCOC(=O)C1(C)/C(=N/Nc2ccccc2Cl)C(=O)C(=O)N1c1ccccc1 (configuration not stated)	-1.6	-13	-6	-3	-2.8	-7	-3	5	-9
c1cc(-c2cccs2)nc(-c2cccs2)c1	0.4	1	9	6	-1.1	-7	-6	4	-3
CN1CCN(S(=O)(=O)c2ccc(NC(=O)c3cccs3)cc2)CC1	2.2	-2	2	12	1.2	-2	-4	5	-14
Cc1cccc(-n2c(C)cc(/C=N/O)c2C)c1	0.9	-3	-23	2	-2.8	-2	-6	3	7
O=C(Nc1nc(-c2cc3ccccc3o2)cs1)c1ccc(S(=O)(=O)N2CCCC2)cc1	6.1	-15	10	5	7.6	10	2	-8	24
Cn1cc(CNC(=O)C2c3ccccc3Oc3ccccc32)cn1	-0.5	-12	-19	1	-1.7	6	-4	1	-8
Cc1ccc(C(=O)c2ccccc2C(=O)Nc2ccccc2)cc1	-1.6	-2	-18	6	-2.1	-9	-6	11	-17
COc1ccccc1CNc1nc(NCCNC(C)=O)c2sccc2n1	x	x	x	2	x	-19	-8	5	-4

Two neighbouring records from above:
SMILES	V1R ag counter	OXTR potentiator	CHO parental Ca	TAAR1 agonist	OXTR ag	CHRM1 antagonist	CHRM1 agonist	CHRM1 PAM	TAAR1 antag
Cc1ccc(C(=O)c2ccccc2C(=O)Nc2ccccc2)cc1	-1.6	-2	-18	6	-2.1	-9	-6	11	-17
COc1ccccc1CNc1nc(NCCNC(C)=O)c2sccc2n1	x	x	x	2	x	-19	-8	5	-4
